ANO1 block: blocks the mouse calcium-activated chloride channel TMEM16A | HEK293 TMEM16A/YFP iodide influx fluorescence, ionomycin | normalized B-score (activity score, 25-100; higher = stronger inhibition) at 10 µM | Q8BHY3 | AID 588511 | 310,000 tested, 1.2% active;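 active = ratio plate-corrected score three or more library SD toward inhibition, starting fluorescence score within five deviations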;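 also: score derived from kinetic fluorescence span divided by baseline fluorescence per well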
Target sequence (Q8BHY3 whole entry, looked up): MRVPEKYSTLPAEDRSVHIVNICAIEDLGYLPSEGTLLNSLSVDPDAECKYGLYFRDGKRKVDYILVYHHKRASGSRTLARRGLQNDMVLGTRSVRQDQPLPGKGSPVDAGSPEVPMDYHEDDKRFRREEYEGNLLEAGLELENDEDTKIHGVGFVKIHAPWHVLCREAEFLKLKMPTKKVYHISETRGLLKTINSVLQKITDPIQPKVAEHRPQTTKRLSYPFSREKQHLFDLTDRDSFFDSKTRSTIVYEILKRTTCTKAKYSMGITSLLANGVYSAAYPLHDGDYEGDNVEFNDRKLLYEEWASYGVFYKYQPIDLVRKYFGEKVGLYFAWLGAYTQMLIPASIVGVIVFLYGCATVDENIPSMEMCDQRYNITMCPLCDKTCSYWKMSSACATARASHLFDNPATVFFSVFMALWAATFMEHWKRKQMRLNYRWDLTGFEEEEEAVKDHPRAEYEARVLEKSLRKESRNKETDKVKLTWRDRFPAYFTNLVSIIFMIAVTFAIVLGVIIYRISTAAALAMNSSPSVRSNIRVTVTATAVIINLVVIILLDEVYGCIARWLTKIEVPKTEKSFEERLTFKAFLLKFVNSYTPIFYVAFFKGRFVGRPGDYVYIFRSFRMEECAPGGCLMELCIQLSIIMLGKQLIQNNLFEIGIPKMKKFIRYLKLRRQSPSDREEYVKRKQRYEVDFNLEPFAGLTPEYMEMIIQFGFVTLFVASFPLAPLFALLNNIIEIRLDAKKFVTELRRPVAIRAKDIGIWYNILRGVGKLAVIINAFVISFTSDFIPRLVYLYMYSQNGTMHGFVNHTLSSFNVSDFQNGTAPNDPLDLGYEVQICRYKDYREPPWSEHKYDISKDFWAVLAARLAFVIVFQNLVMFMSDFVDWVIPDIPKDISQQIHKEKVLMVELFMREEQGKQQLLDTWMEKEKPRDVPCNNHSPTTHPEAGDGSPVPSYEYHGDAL
KCNQ1 inh: human KCNQ1 channel inhibition; 310,000 tested, 1.3% active; AID 2642; B-score at 10 µM; CHO-K1 KCNQ1, FluxOR thallium flux fluorescence; active compounds read high; P51787;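 active = compounds whose thallium flux B-score, printed positive for inhibition, exceeds three library SD while starting fluorescence stays within three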;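 also: channel opened by potassium depolarization with thallium stimulus after 20 min compound exposure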
HDAC3 inh: human HDAC3 inhibition | O15379 | recombinant HDAC3, fluorogenic peptide/trypsin coupled, fluorescence | inhibition, % at 8.3 µM | 320,000 tested, 0.15% active | AID 2718; in the data active = inhibition above about 26%, passing the limit was not always enough; inconclusive = no clear call, values can overlap the other calls
TMEM16A act: activates or potentiates the mouse TMEM16A chloride channel; Q8BHY3; HEK293 TMEM16A/YFP-H148Q/I152L, iodide quench fluorescence; active compounds read low; B-score at 10 µM; 340,000 tested, 0.3% active;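 active = fluorescence-ratio B-score plate-corrected deviation score at least 3 library SD below zero, with starting fluorescence score within 5 deviations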;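 also: channel opened by trigger with iodide after compound preincubation; score built on the fluorescence ratio of max minus min over baseline; more negative score means more quench and so TMEM16A activation or potentiation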
TRPC4 act: opens the mouse TRPC4 cation channel; Q9QUQ5; HEK293 TRPC4beta/mu-opioid, Fluo4 calcium fluorescence; active compounds read high; B-score at 10 µM; 310,000 tested, 0.49% active; AID 2237;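 active = B-score above 5 SD of library B-scores, and initial fluorescence ratio not above library mean plus 5 SD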;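 also: positive B-score marks a calcium rise read as TRPC4 activation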
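Assay system – TRPC4beta and mu-opioid receptor HEK293 stable cells · Measured by – Fluo4 fluorescence, kinetic · Schedule – dye loading 45 min room temperature, 110 s kinetic read · Read-out – B-scored integrated calcium fluorescence ratio · Controls – buffer and maximal DAMGO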
hERG rescue: hERG (human) protection from proarrhythmic block | CHO-hERG, FluxOR thallium flux, dofetilide IC70 present | activation (rescue from dofetilide block), less the hit threshold, % at 10 µM | 310,000 tested, 0.51% active | AID 1511;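 active = activation above the mean of controls blocked by dofetilide plus 5 SD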;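 also: thallium influx through hERG after potassium depolarization seen as dye fluorescence rise; in these data hits start at about 4.7%; inactives centre near -7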
KCNK3 inh: human KCNK3 channel inhibition, primary screen; O14649; CHO-KCNK3 thallium flux, FluxOR fluorescence; active compounds read low; B-score at 10 µM; 340,000 tested, 0.84% active; AID 602410;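 active = B-score under library mean minus 4 SD, starting fluorescence ratio at most library mean plus 5 SD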;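 also: more negative B-score means stronger inhibition of thallium flux through KCNK3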
KCNQ1 act: human KCNQ1 channel potentiation or activation; P51787; CHO-K1 KCNQ1, thallium flux FluxOR fluorescence; active compounds read high; B-score at 10 µM; 310,000 tested, 0.35% active;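 active = fluorescence ratio B-score, a plate-corrected score, at least three library SD, with initial intensity B-score within 5 SD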
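Material: CHO-K1 cells stably expressing KCNQ1. Medium: assay buffer for compound exposure, DMSO matched across wells. Reagent: K+/Tl+ depolarizing stimulus. Compound dosing: single-concentration screen. Times: 37 °C overnight plating, 90-min dark dye load, 20-min compound pretreatment. Technique: FluxOR Tl+ flux fluorescence.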
KCNK9 block: inhibitors of human KCNK9 two-pore domain potassium channel; B-score at 10 µM; HEK293 KCNK9, FluxOR thallium flux fluorescence; active compounds read low; Q9NPC2; AID 488922; 310,000 tested, 1.2% active;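 active = ratio B-score over 3 SD below the library mean, with starting fluorescence within 5 SD of its mean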;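 also: negative B-score means less thallium flux so channel inhibition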
TRPC4 potent: allosteric potentiators of mouse TRPC4 channel; HEK293 TRPC4beta/mu-opioid, DAMGO EC20, Fluo-4 Ca2+ flux; active compounds read high; B-score at 10 µM; 310,000 tested, 0.42% active; AID 2227;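 active = B-score of calcium response area above 5 SD of library B-scores, with initial fluorescence ratio within 5 SD of library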;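 also: B-score of integrated fluorescence ratio over time as area under calcium response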
DYRK1A inh: Dyrk1A (rat) kinase inhibition | 310,000 tested, 0.43% active | ADP-Glo luminescence, NFATc1 peptide | inhibition, % at 12.5 µM; in the data active = inhibition above about 50%;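 also: plate controls were vehicle with enzyme for no effect and no enzyme for full effect; many of its hits are not listed in these tables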
Starred values were filed as active, the others as inactive; i = inactive; ? = inconclusive; / = no result given.

SMILES	ANO1 block	KCNQ1 inh	HDAC3 inh	TMEM16A act	TRPC4 act	hERG rescue	KCNK3 inh	KCNQ1 act	KCNK9 block	TRPC4 potent	DYRK1A inh
C(=C\c1ccccc1)/C=N/N1CCN(c2ccccn2)CC1	i	i	5	i	i	-5	i	i	i	i	4
OC(COCc1ccc(Cl)cc1)CN1CCc2ccccc2C1 (stereo not drawn)	i	i	-2	i	i	-7	i	i	i	i	1
O=c1oc2cc(Oc3ccc(C(F)(F)F)cc3[N+](=O)[O-])ccc2c2c1CCCC2	i	i	2	i	i	-12	i	i	i	i	11
Cc1cc(NC(=O)COC(=O)CCNS(=O)(=O)c2cccc(C(F)(F)F)c2)no1	i	i	1	i	i	-6	i	i	i	i	2
O=C(Nc1ccc2c(c1)OCCO2)C1CCCN(S(=O)(=O)Cc2ccccc2)C1 (stereo not drawn)	i	i	3	i	i	-2	i	i	i	i	5
CCn1nc(C(=O)OCC(=O)NCC(C)C)c2ccccc2c1=O	i	i	-12	i	i	-13	i	i	i	i	2
S=C(Nc1ccccc1)Nc1cccc(Br)c1	i	8*	-1	i	i	-18	i	i	i	i	8
COc1ccc(C(=O)Nc2cccc(/C(C)=N\NC(=O)c3ccoc3C)c2)cc1OC	/	i	/	i	i	-7	i	i	i	i	9
O=c1oc(-c2cccc(C(F)(F)F)c2)nn1-c1ccc(C(F)(F)F)cn1	i	i	-3	i	i	-8	i	i	i	i	/
CCOC(=O)/C(C#N)=C/c1cn(CCC(=O)O)nc1-c1cccc(Cl)c1	i	i	-3	i	i	-3	i	i	i	i	-5
COc1ccc(-n2nnc3c(=O)n(CC(=O)N4CCCCC4)cnc32)cc1	i	i	-1	i	i	-7	i	i	i	i	7
Cc1ccsc1C(=O)OCC(=O)N1CCOCC1	i	i	1	i	i	1	i	i	i	i	-7
Cc1ccc(NC(=O)CN(C)C(=O)c2ccc(NC(=O)CC3SC(N4CCCC4)=NC3=O)cc2)cc1 (stereo not drawn)	i	i	5	i	i	-13	i	i	i	i	-5
CCN(CC(=O)Nc1c(F)cccc1F)C(=O)CCc1nc2sc3c(c2c(=O)[nH]1)CCCC3	i	i	/	i	i	-18	i	i	i	i	-2
CNC(=S)N(CCO)Cc1cc2cc3c(cc2[nH]c1=O)OCO3	i	i	-2	i	i	-6	i	i	i	i	6
O=C(NCc1ccco1)C(C(=O)c1ccccc1)n1ccccc1=O (stereo not drawn)	i	i	-5	i	i	-4	i	i	i	i	-3
O=C(O)CN1C(=O)C(=O)N(Cc2ccc(Cl)cc2Cl)C1=O	i	i	-2	i	i	0	i	i	i	i	-2
CC(=O)NC1(C(F)(F)F)N=C(c2ccccc2)NC1=O (stereo not drawn)	i	i	-7	i	i	-2	i	i	i	i	1
Cc1ccccc1Nc1nc(N)nc(COC(=O)c2cccn2C)n1	i	i	3	i	i	-4	i	i	i	i	7
CCC(C)NC(=O)CO/N=C/c1ccccc1OC(F)F (stereo not drawn)	i	i	-2	i	i	-7	i	i	i	i	-4
Cc1c(S(=O)(=O)N2CCN(C(c3ccccc3)c3ccccc3)CC2)c(=O)n(C)c(=O)n1C	i	i	1	i	i	-4	i	i	i	i	-3
CCCCC(=O)NNC(=S)NC(=O)c1ccc([N+](=O)[O-])cc1	i	i	-3	i	i	-9	i	i	i	i	6
CCCOC(=O)CSC1=C(C#N)C(c2ccc3c(c2)OCO3)CC(=O)N1 (stereo not drawn)	i	i	?	i	i	-3	i	i	i	i	-5
COCc1cc(CN2CCN(Cc3ccsc3)C(CCO)C2)ccc1OC (stereo not drawn)	i	i	0	i	i	-4	i	i	i	i	-5
N#CC1=C(S)N(c2ccccc2)C(c2ccc(-c3ccccc3Cl)o2)NC1=O (stereo not drawn)	i	i	1	i	i	-13	i	i	i	i	1
CN(c1ccc([N+](=O)[O-])cc1/C=N/NC(=O)COc1ccccc1)C1CCCCC1	i	i	-1	i	i	-8	i	i	i	i	0
O=C(CN1CCN(c2ccc(F)cc2)CC1)Nc1ccccc1Br	i	i	-4	i	i	-4	i	i	i	i	4
Cc1cccc(-n2nnc3c(=O)n(Cc4ccccn4)cnc32)c1	i	i	-3	i	i	-8	i	i	i	i	-5
O=C(CCCN1C(=O)c2cccc3cccc(c23)C1=O)N1CCN(c2ccccc2)CC1	i	i	-4	i	i	-10	i	i	i	i	6
CCc1ccc2nc(NC(=O)CCCc3cccs3)sc2c1	i	i	18	i	i	-13	i	i	i	i	-8
Clc1ccc(OCCCN2CCCCC2)c(Br)c1	i	i	0	-14*	i	-9	i	i	i	i	5
O=C(Nc1ccccc1)Nc1ccc2ncoc2c1	i	i	-7	i	i	-10	i	i	i	i	/
O=C(Nc1ccccc1)c1cc(-n2cnnc2)ccc1Cl	i	i	-4	i	i	-7	i	i	i	i	3
Cc1ccc(/C=C/c2nc3sc(C(=O)O)c(C)c3c(=O)[nH]2)cc1[N+](=O)[O-]	i	i	-2	i	i	-2	i	i	i	i	4
COc1ccc(CCNS(=O)(=O)c2ccc3c(c2)NC(=O)CO3)cc1OC	i	i	1	i	i	-4	i	i	i	i	4
CCCCc1c(O)nc(SCC(=O)N2CCOCC2)n(-c2ccc(OC)cc2)c1=O	i	i	4	i	i	-9	i	i	i	i	-5
Nc1nc2nn(-c3ccccc3)nc2c(=O)[nH]1	i	i	-11	i	i	-9	i	i	i	i	5
Cc1nnc2n1N=C(c1ccc(OC(F)F)cc1)C(C)S2 (stereo not drawn)	i	i	2	i	i	-7	i	i	i	i	2
O=C(c1cnn(C(=O)c2ccccc2)c1)c1ccccc1O	i	i	/	i	i	-4	i	i	i	i	4
Cc1cccc(Nc2c(-c3ccc(O)cc3)nc3ncccn23)c1	i	i	5	i	i	-16	i	i	i	i	1
CN(c1ccccc1)S(=O)(=O)c1ccc(NC(=S)NC(=O)C2CC2)cc1	i	i	10	i	i	-9	i	i	i	i	0
O=C(Oc1ccccc1)c1cccnc1Oc1ccccc1	i	i	7	i	i	-9	i	i	i	i	15
CC(NCc1ccc(F)cc1)C(=O)NC1CCCCC1 (stereo not drawn)	i	i	4	i	i	-9	i	i	i	i	2
Cc1ccc(C(=O)C2C(=O)c3ccccc3C2=O)cc1	i	i	10	i	i	-8	i	i	i	i	/
CCN(CC(=O)NCc1ccc(Cl)cc1)C(=O)CNS(=O)(=O)c1ccc(NC(C)=O)cc1	i	i	0	i	i	-9	i	i	i	i	-3
O=c1cc(CO)occ1OCc1cccc(F)c1	i	i	2	i	i	-5	i	i	i	i	-1
CCOC(=O)[C@@H]1[C@H]2COc3ccc(Br)cc3[C@@H]2N2C(=O)N(c3cccc(F)c3)C(=O)[C@@]12C	i	i	8	i	i	-4	i	i	-10*	i	6
Cc1nn(CCc2n[nH]c(=S)n2-c2ccc(F)cc2)c(C)c1[N+](=O)[O-]	i	i	5	i	i	-13	i	i	i	i	7
COC(=O)c1cc2c(s1)-c1ccc(OC)cc1CC2	i	i	-247	i	i	-5	i	i	i	i	/
CCCCNC(=O)NNC(=O)C1CC1(c1ccccc1)c1ccccc1 (stereo not drawn)	i	i	-5	i	i	-8	i	i	i	i	1
CCOC(=O)c1c(C)[nH]c(C(=O)OCC(=O)NC(C)C)c1C	i	i	1	i	i	-8	i	i	i	i	0
COc1ccc(NC(=S)N2CCC(NC(=O)c3ccc(F)cc3)CC2)cc1	i	i	-3	i	i	-5	i	i	i	i	8
O=C(Nc1cccc2ccccc12)N1N=CCC1c1ccccc1 (stereo not drawn)	i	i	8	i	i	-5	i	i	i	i	/
Cc1noc(C)c1S(=O)(=O)Nc1ccc(C(=O)N2CCN(c3cccc(Cl)c3)CC2)cc1	i	i	-1	i	i	-2	i	i	i	i	/
CC(=O)Nc1ccc(N(C(=O)c2cnccn2)C(C(=O)NC2CCCCC2)c2ccc(O)cc2)cc1 (stereo not drawn)	i	i	6	i	i	-4	i	i	i	i	3
CCS(=O)(=O)Nc1cccc(C2=NN(S(=O)(=O)CC)C(c3cccs3)C2)c1 (stereo not drawn)	i	i	-7	i	i	-3	i	i	i	i	/
CC(C)CCN1CCN=C1Nc1ccccc1	i	i	-4	i	i	-3	i	i	i	i	-5
CCOc1cc(/C=N/NC(=O)c2cc(C)n(-c3ccc(F)cc3)c2C)ccc1O	i	i	-5	i	i	-13	i	i	i	i	-11
Cc1nnsc1C(=O)NCc1c(F)cccc1Cl	i	i	-6	i	i	-10	i	i	i	i	-2
Cc1ccc(Oc2ccccc2)c(NC=O)c1	i	i	1	i	i	-5	i	i	i	i	16
More entries follow.
SMILES	ANO1 block	KCNQ1 inh	HDAC3 inh	TMEM16A act	TRPC4 act	hERG rescue	KCNK3 inh	KCNQ1 act	KCNK9 block	TRPC4 potent	DYRK1A inh
Cc1ccc(-c2cn(CCC(=O)O)c(-c3ccc(Cl)nc3)n2)cc1	i	/	8	i	/	/	i	/	/	/	-3
O=C(CSc1ccccc1)NC1=NCCS1	i	i	2	i	i	-9	i	i	i	i	-5
O=C(CNC(=O)c1ccc(F)cc1)c1ccccc1	i	i	3	i	i	-11	i	i	i	i	/
COc1cc(C2c3c(oc4c(C)cc(C)cc4c3=O)C(=O)N2Cc2cccnc2)ccc1O (stereo not drawn)	i	i	-2	i	i	-6	i	i	i	i	-2
Cc1ccsc1C(=O)N1CC(=O)Nc2ccccc21	i	i	2	i	i	-5	i	i	i	i	5
NS(=O)(=O)c1ccc(NC(=O)Nc2ccc(S(N)(=O)=O)cc2)cc1	i	i	4	i	i	-10	i	i	i	i	/
CCC(c1nnnn1Cc1ccccc1)N1CCN(C(=O)c2ccco2)CC1 (stereo not drawn)	i	i	3	i	i	-9	-12*	i	i	i	-4
Cc1nc2cc(C(=O)O)ccc2n1C1CCCCC1	i	i	0	i	i	0	i	i	i	i	-4
O=C(O)CCCNC(=O)Nc1ccccc1	i	i	-4	i	i	-2	i	i	i	i	2

Reprinted at random: 4 compounds from above.
SMILES	ANO1 block	KCNQ1 inh	HDAC3 inh	TMEM16A act	TRPC4 act	hERG rescue	KCNK3 inh	KCNQ1 act	KCNK9 block	TRPC4 potent	DYRK1A inh
O=C(O)CCCNC(=O)Nc1ccccc1	i	i	-4	i	i	-2	i	i	i	i	2
Cc1ccc(-c2cn(CCC(=O)O)c(-c3ccc(Cl)nc3)n2)cc1	i	/	8	i	/	/	i	/	/	/	-3
Cc1ccsc1C(=O)N1CC(=O)Nc2ccccc21	i	i	2	i	i	-5	i	i	i	i	5
O=C(CNC(=O)c1ccc(F)cc1)c1ccccc1	i	i	3	i	i	-11	i	i	i	i	/

Some of the compounds tested. The share of hits here may be higher or lower than overall.
